High-throughput results as filed in PubChem BioAssay.
EPAC2 antag = qHTS for Antagonist of cAMP-regulated guanine nucleotide exchange factor 2 (EPAC2): primary screen; EPAC2 GEF exchange of Rap1B-BODIPY-GDP, fluorescence; Potency, µM (top dose mostly 114 µM), inactives show top-dose activity, negative = inhibition, most hits filed as inhibitors; 360,000 compounds, 0.18% hits; AID 720708, 2013; further: on the % scale 0 is the no-effect control and ±100 the full control effect; nearly all actives have a fitted effect of over 45% in size; many of its hits are not listed in these tables
Target sequence (Q8WZA2 whole entry, looked up): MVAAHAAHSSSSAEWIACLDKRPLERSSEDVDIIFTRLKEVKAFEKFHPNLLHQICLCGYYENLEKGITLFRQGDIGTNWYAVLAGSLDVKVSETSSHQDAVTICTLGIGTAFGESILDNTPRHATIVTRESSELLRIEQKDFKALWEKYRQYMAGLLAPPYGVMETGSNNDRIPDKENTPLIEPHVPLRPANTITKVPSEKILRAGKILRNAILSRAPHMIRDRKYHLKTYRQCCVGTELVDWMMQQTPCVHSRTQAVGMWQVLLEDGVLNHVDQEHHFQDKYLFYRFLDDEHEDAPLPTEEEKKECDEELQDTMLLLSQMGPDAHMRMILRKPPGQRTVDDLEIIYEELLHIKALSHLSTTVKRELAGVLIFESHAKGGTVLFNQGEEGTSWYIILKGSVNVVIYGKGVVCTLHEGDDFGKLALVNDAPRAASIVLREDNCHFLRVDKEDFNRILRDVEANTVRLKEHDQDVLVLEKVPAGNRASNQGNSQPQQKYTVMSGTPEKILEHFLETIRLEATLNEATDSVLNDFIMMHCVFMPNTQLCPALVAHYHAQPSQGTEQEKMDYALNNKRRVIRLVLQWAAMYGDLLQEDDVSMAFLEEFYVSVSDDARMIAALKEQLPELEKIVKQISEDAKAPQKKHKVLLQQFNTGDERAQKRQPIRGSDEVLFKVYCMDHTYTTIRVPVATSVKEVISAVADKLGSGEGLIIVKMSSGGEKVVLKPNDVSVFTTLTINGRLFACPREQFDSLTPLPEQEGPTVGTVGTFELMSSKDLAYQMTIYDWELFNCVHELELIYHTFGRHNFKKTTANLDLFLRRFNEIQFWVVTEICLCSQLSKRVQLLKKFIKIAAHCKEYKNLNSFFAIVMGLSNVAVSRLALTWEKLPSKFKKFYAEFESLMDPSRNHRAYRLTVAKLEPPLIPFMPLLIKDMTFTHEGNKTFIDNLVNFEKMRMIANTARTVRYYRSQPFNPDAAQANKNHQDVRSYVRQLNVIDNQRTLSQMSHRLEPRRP
MCF10A rereplic = A quantitative high throughput screen for small molecules that induce DNA re-replication in MCF 10a normal breast cells; MCF 10A DNA re-replication, Hoechst nuclear intensity, 48 h; Potency, µM (series often up to 46.1 µM), inactives show top-dose activity, positive = re-replication, actives largely listed as activators; 350,000 compounds, 2.9% hits; AID 624296, 2012; further: % of control where 0% means no effect; nearly all actives have a fitted effect of over 50% in size
A549 tox = Nrf2 qHTS screen for inhibitors: counterscreen for cytotoxicity | Potency, µM (top dose mostly 46 µM), inactives show at the top dose activity change, negative = cytotoxicity, usual class: inhibitors | 390,000 compounds, 0.16% hits | A549 ARE-Fluc cells, CellTiter-Fluor viability, 18-24 h | AID 504648, 2011; further: on the % scale 0 is the no-effect control and ±100 the full control effect
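A549 ARE-Fluc cells in 5% FBS OPTI-MEM, 5000 cells/well, rested 2 h then exposed to compounds in concentration-response for 18-24 h at 37 °C. Viability by CellTiter-Fluor fluorescence (Ex 405/Em 525) after 30 min; luciferase luminescence (BugLite, 15 min, RT) read afterwards.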
Nrf2 block = Nrf2 qHTS screen for inhibitors; Potency, µM (series often up to 46 µM), for inactives: top-dose activity change, negative = inhibition, actives largely listed as inhibitors; 360,000 compounds, 2.1% hits; A549 ARE-Fluc reporter, luciferase luminescence, 18-24 h; AID 504444, 2011; further: on the % scale 0 is the no-effect control and ±100 the full control effect; nearly all actives have a fitted effect of over 60% in size
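Two sequential reads on A549 ARE_Fluc cells exposed to compound for 18-24 h: a CellTiter-Fluor fluorescence read for viability, then a luciferase luminescence read for Nrf2/ARE activity.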
Nrf2 ARE act = qHTS of Nrf2 Activators; 410,000 compounds, 0.31% hits; Potency, µM (doses to about 46.1 µM), for the others: at the top dose activation, hits mostly activators; AREc32 ARE-luciferase reporter (MCF7-derived line), luminescence, 24 h; further: % of control where 0% means no effect; nearly all actives have a fitted effect of over 65% in size
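Luminescent ARE reporter assay in AREc32_Fluc cells: overnight plating at 37 deg C, 24 hr compound incubation, Steady-Glo added, 30 min RT before reading.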
TGFb inhibitor = qHTS for Inhibitors of TGF-b; AID 588855, 2011; 410,000 compounds, 1.2% hits; Potency, µM (highest dose often 46.1 µM), inactives show top-dose activity, negative = inhibition, actives largely listed as inhibitors; HepG2 CAGA-GFP TGF-b/SMAD3 reporter, GFP fluorescence, 18 h; TGF-beta stimulated, 500 pg/mL final; further: on the % scale 0 is the no-effect control and ±100 the full control effect; nearly all actives have a fitted effect of over 65% in size
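TGF-beta reporter screen: HEPG2 CAGA-GFP, 1% FBS, 500 pg/mL TGF-beta final, 18 h; per-cell GFP summed per well; curves fitted and categorized by class.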
S2 tox = Viability Counterscreen for Primary qHTS for Inhibitors of ATXN expression | S2 cells (HEK-293 line with an ATXN2-luciferase reporter) viability, CellTiter-Fluor protease fluorescence, 24 h | Potency, µM (top dose mostly 56.7 µM), hits mostly cytotoxic | 400,000 compounds, 0.49% hits | AID 651635, 2014; further: nearly all actives have a fitted effect of over 40% in size
ATXN2 expr inh = Primary qHTS for Inhibitors of ATXN expression; HEK-293 ATXN2-luciferase reporter, luminescence, 24 h; Potency, µM (titrated, usually from 57 µM), inactives show top-dose activity change, negative = inhibition, most hits filed as inhibitors; 360,000 compounds, 0.72% hits; further: on the % scale 0 is the no-effect control and ±100 the full control effect; nearly all actives have a fitted effect of over 55% in size
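qHTS (up to 57 uM final) was run with 24 h compound exposure of reporter cells at 37 °C. Each well was multiplexed: SteadyGlo luminescence measured ATXN2-luciferase expression after a fluorogenic Gly-Phe-AFC viability readout (25 uM final).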
HepG2 tox = qHTS for Inhibitors of TGF-b: Cytotox Counterscreen. HepG2 CAGA-GFP viability, ATP luminescence, 18 h. Potency, µM (doses to about 46.1 µM), without a hit: top-dose activity change, negative = cytotoxicity, most hits filed as cytotoxic. 410,000 compounds, 0.76% hits. AID 588856, 2011; further: some results filed as inactive show a strong effect at the top dose
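HepG2 CAGA-GFP cells (1000/well, DMEM with 1% FBS) received compound, then TGF-beta at 500 pg/mL final, and were incubated 18 hours at 37 degrees C. Viability was read by CellTiter-Glo luminescence. Media-only wells were set as complete cell-killing and DMSO as no toxicity.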
* marks the source's active call; other numbers are inactive results; i = inactive; ? = inconclusive; · = not tested or not shown; & = joins results of further samples; [ ] = another dose, or the depositor's remark. The call rests on the fitted dose curve; in most records, active means well fitted curve in the direction sought with a large enough effect; inconclusive means small, poorly fitted or top-dose-only effect, or another doubt; inactive means no such curve, though single readings can be large; an effect the other way counts as inactive or inconclusive. Potency means the concentration at half of the fitted maximal effect.

| no. | SMILES | EPAC2 antag | MCF10A rereplic | A549 tox | Nrf2 block | Nrf2 ARE act | TGFb inhibitor | S2 tox | ATXN2 expr inh | HepG2 tox |
| --- | --- | --- | --- | --- | --- | --- | --- | --- | --- | --- |
| 1 | Cc1cc(Br)ccc1NC(=S)NC1CCCC1 | 1% | -2% | 12% | 19% | 0.4% | ? | i | 2% | -12% |
| 2 | COc1ccccc1CN1CC(C(=O)NCCN(C)CCc2ccccc2)CCC1=O (configuration not stated) | 0% | 10% | 5% | 16% | -0.9% | -12% | i | -23% | 0% |
| 3 | Cc1ccc2c(c1)N(CCC(=O)NCc1ccccc1Cl)C(=O)CO2 | · | · | -4% | ? | -0.2% | ? | i | -9% | -11% |
| 4 | CCn1c(=O)cc(OCC(=O)N(C)c2ccc(OC)cc2)c2ccccc21 | · | · | -2% | -6% | 0.3% | -1% | i | 4% | -16% |
| 5 | O=C(c1ccc(S(=O)(=O)Nc2ccccc2)cc1)N1CCCC1 | -2% | -3% | 2% | -13% | 0.4% | -10% | i | -1% | 2% |
| 6 | CC(C)C(=O)Nc1c(C(=O)N2CCN(c3ccccc3F)CC2)oc2ccccc12 | · | · | 1% | 5% | 0.6% | -8% | i | -21% | -9% |
| 7 | CCOC(=O)C1CCCCN1Cc1ccc(-c2ccccc2)cc1 (configuration not stated) | -7% | 0% | 13% | 4% | -0.5%[9.22 µM] | 1% | i | -3% | -1% |
| 8 | O=[N+]([O-])c1cc(Br)cc(/C=N/n2cnnc2)c1O | ? | -24% | ? | -28% | 0.0% | 40%[activator] | i | -18% | 16% |
| 9 | COc1ccccc1CCn1cnc(Cc2cccc(F)c2)c1C(C)C | -26% | · | · | · | 0.5% | · | ? | -3% | · |
| 10 | CCOC(=O)c1sc(/N=C/N(C)C)c(C(=O)OCC)c1C | 1% | -23% | -3% | · | 0.2% | 4% | i | 14% | -9% |
| 11 | NC(N)=NN=C1c2ccccc2-c2ccccc21 | 3% | 14% | -4% | 2% | 0.0% | -13% | i | -23% | -15% |
| 12 | CCc1cccc(NC(=O)C2CCC(CNS(=O)(=O)c3ccc4c(c3)CCCC(=O)N4)CC2)c1 (configuration not stated) | · | · | 0% | 13µM* | 9.9% | -18% | ? | -30% | -22% |
| 13 | Cc1cc(-c2ccc(C(C)C)c(S(=O)(=O)N3CCOc4ccccc43)c2)on1 | -19% | 14% | 9% | 21µM* | 0.5% | ? | i | -38% | -16% |
| 14 | O=C(CCN1C(=O)c2ccccc2C1=O)C1=NN[C@@H]2C(=O)N(c3cccc(Cl)c3)C(=O)[C@H]12 | 12% | 12% | 6% | 6% | -0.5% | -3% | i | -3% | 0% |
| 15 | Cc1ccc(F)cc1NC(=O)N1c2ccccc2NC(=O)CC1C (configuration not stated) | 2% | -1% | 0% | 12% | 0.4% | -15% | i | · | -17% |

Next section.
| no. | SMILES | EPAC2 antag | MCF10A rereplic | A549 tox | Nrf2 block | Nrf2 ARE act | TGFb inhibitor | S2 tox | ATXN2 expr inh | HepG2 tox |
| --- | --- | --- | --- | --- | --- | --- | --- | --- | --- | --- |
| 16 | COc1ccc(CC(=O)Nc2ccc(-c3noc(-c4ccc(Cl)cc4)n3)cc2)cc1 | -2% | -2% | 1% | · | -0.7% | 3% | ? | ? | 2% |
| 17 | Cn1c(NC(=O)C2CCCC2)cc(=O)n(C)c1=O | -2% | 1% | 0% | 3% | -0.4% | ? | i | 2% | 3% |
| 18 | O=c1c2cc(Br)ccc2nc(-c2ccc(Cl)cc2)n1O | -13% | ? | -8% | 6% | 0.6% | -3% | ? | ? | -13% |
| 19 | COc1ccc(C(=O)COc2ccc3ccc(=O)oc3c2)cc1 | -1% | -1% | 3% | -5% | -0.2% | 20% | i | 8% | 1% |
| 20 | O=C(CNC(=O)c1ccc(Br)o1)NNC(=O)c1n[nH]c(=O)c2ccccc12 | 0% | 8% | 3% | -11% | -1.2% | -3% | i | · | 2% |
| 21 | N#Cc1c(NC(=O)CSc2ncccn2)oc(-c2ccccc2)c1-c1ccccc1 | 9% | 18% | 1% | -7% | 1.8% | -13% | i | 11% | 0% |
| 22 | O=C(CNC(=O)c1ccc(Cl)cc1Cl)OCc1nc2ccccc2s1 | 7% | -3% | 2% | 1% | 7.1% | -5% | i | 25% | 7% |
| 23 | C[C@@H](O)C1NC(=O)[C@H](CCCCN)NC(=O)c2cc([N+](=O)[O-])cc(F)c2NCCCC[C@@H](C(N)=O)NC1=O (some centres not stated) | -6% | -21% | -19% | 5% | 0.5% | ? | ? | 14% | 2% |
| 24 | Cn1cc(SCC(=O)O)c2ccccc21 | -2% | 11% | -9% | -25% | 1.4% | 6% | · | · | -21% |
| 25 | CC1(C)COCN1C(=O)c1ccc(Cl)c(Cl)c1 | 6% | 0% | -2% | 22% | -1.9% | -13% | i | -27%[11.3 µM] | 15% |
| 26 | CCC(=O)n1nc(-c2cccnc2)nc1NCc1ccc(F)cc1 | 1% | -2% | 5%&7% | -9%&3% | -0.8%&0.3% | -10%&-2% | i | 2%&-1% | 12%&-16% |
| 27 | NC(=O)CC(NC(=O)c1cccc(Br)c1)c1ccc(NCC2CC2)c([N+](=O)[O-])c1 (configuration not stated) | 18% | 3% | 1% | -12% | -1.5% | ? | i | -2% | -1% |
| 28 | Cc1cc(C)c2c(c1)cc(C)c1nnc(SCC(=O)Nc3ccccc3N3CCOCC3)n12 | 0% | -5% | 1% | -4% | -0.4% | 2% | i | 16% | 7% |
| 29 | O=C(O)CC(Cn1[nH]nnc1=S)c1ccccc1 (configuration not stated) | -1% | -184%[0.0737 µM] | -6% | 1% | -0.6% | 1% | i | 9% | 4% |
| 30 | CC(C)(O)C#Cc1ccc(C(=O)NC(CCCNC(N)=O)C(=O)O)s1 (configuration not stated) | 10% | -2% | -8% | 5% | -0.4% | 4% | i | -16% | 18% |

The list goes on:
| no. | SMILES | EPAC2 antag | MCF10A rereplic | A549 tox | Nrf2 block | Nrf2 ARE act | TGFb inhibitor | S2 tox | ATXN2 expr inh | HepG2 tox |
| --- | --- | --- | --- | --- | --- | --- | --- | --- | --- | --- |
| 31 | CCOC(=O)CSc1nc2ccc(NC(=O)c3ccc(F)cc3)cc2s1 | · | · | 0% | -14% | 5.0% | ? | i | 4% | -26% |
| 32 | Cc1ccc(NC(=S)NCCC2=CCCCC2)cc1 | -1% | 0% | 2% | 5% | 2.7% | 0% | i | 28% | -19% |
| 33 | C=C(C)Cn1c(-c2ccc(OC)cc2)nc2ccccc21 | -5% | ? | 3% | · | -0.3% | 1% | i | 10% | -18% |
| 34 | Cc1cnc(NC(=O)c2cc3c(s2)CCCC3)s1 | 7% | ? | -16% | -15% | -1.0% | -1% | i | ? | -43% |
| 35 | CC(NC(=O)c1cccs1)C(c1cccs1)N1CCN(c2ccccc2)CC1 (configuration not stated) | 20% | 7% | 1% | -16% | 3.0% | -4% | i | -8% | -12% |
| 36 | O=C(Cc1ccc([N+](=O)[O-])cc1)NCc1ccc2c(c1)OCO2 | -1% | 10% | 4% | 3% | -0.1% | 6% | i | -1% | 5% |
| 37 | O=C(CCCN1C(=O)c2ccccc2C1=O)N1CCCCC1 | -2% | -1% | 0% | · | -1.0% | 5% | i | -10% | 14% |
| 38 | CC(C)(C)c1ccc(CN2N=C(/C=C/c3ccccc3)CCC2=O)cc1 | -13% | 21µM* | 19% | 13% | 0.8% | ? | i | 0% | -40% |
| 39 | O=[N+]([O-])c1cccc(CN2C(COCc3ccccc3)CCC=CS2(=O)=O)c1 (configuration not stated) | · | · | -6% | -9% | · | -19% | · | · | -25% |
| 40 | CSc1nsc(SCc2cnc(C)nc2N)n1 | 6% | -3% | 0% | ? | 3.4% | -18% | i | 6% | 4% |
| 41 | C[C@@H]1CN([C@H](C)CO)C(=O)c2cc(Br)cnc2O[C@@H]1CN(C)C(=O)c1cccc(F)c1 | 0% | · | · | · | -0.8% | 27% | i | 13% | -13% |
| 42 | Cc1ccc2c(C)c(C(=O)N(Cc3cccs3)C3CCS(=O)(=O)C3)oc2c1 (configuration not stated) | -15% | 11% | -5% | ? | 4.2% | 25% | i | -8% | -10% |
| 43 | CCOc1ccccc1-n1c(SCC(N)=O)nc2ccccc2c1=O | 2% | 3% | 1% | · | -0.2% | -7% | i | -13% | 3% |
| 44 | O=C1N(c2ccccc2C(F)(F)F)O[C@@]1(c1ccccc1)C1CCCC1 | ? | 16µM* | -6% | ? | -0.7% | -10% | i | -36% | 8% |

Eight compounds out of the list, sorted by length of the SMILES, lowest first.
| no. | SMILES | EPAC2 antag | MCF10A rereplic | A549 tox | Nrf2 block | Nrf2 ARE act | TGFb inhibitor | S2 tox | ATXN2 expr inh | HepG2 tox |
| --- | --- | --- | --- | --- | --- | --- | --- | --- | --- | --- |
| 40 | CSc1nsc(SCc2cnc(C)nc2N)n1 | 6% | -3% | 0% | ? | 3.4% | -18% | i | 6% | 4% |
| 11 | NC(N)=NN=C1c2ccccc2-c2ccccc21 | 3% | 14% | -4% | 2% | 0.0% | -13% | i | -23% | -15% |
| 25 | CC1(C)COCN1C(=O)c1ccc(Cl)c(Cl)c1 | 6% | 0% | -2% | 22% | -1.9% | -13% | i | -27%[11.3 µM] | 15% |
| 19 | COc1ccc(C(=O)COc2ccc3ccc(=O)oc3c2)cc1 | -1% | -1% | 3% | -5% | -0.2% | 20% | i | 8% | 1% |
| 43 | CCOc1ccccc1-n1c(SCC(N)=O)nc2ccccc2c1=O | 2% | 3% | 1% | · | -0.2% | -7% | i | -13% | 3% |
| 3 | Cc1ccc2c(c1)N(CCC(=O)NCc1ccccc1Cl)C(=O)CO2 | · | · | -4% | ? | -0.2% | ? | i | -9% | -11% |
| 6 | CC(C)C(=O)Nc1c(C(=O)N2CCN(c3ccccc3F)CC2)oc2ccccc12 | · | · | 1% | 5% | 0.6% | -8% | i | -21% | -9% |
| 27 | NC(=O)CC(NC(=O)c1cccc(Br)c1)c1ccc(NCC2CC2)c([N+](=O)[O-])c1 (configuration not stated) | 18% | 3% | 1% | -12% | -1.5% | ? | i | -2% | -1% |

The list is partial (hit frequency here may not be typical).
